Compound activity: PubChem, Broad Institute
RAD52 anneal inh: RAD52 DNA annealing inhibitors, primary screen, biochemical, FRET, single point, set 2 | DNA repair protein RAD52 homolog (Homo sapiens), P43351 | recombinant RAD52 DNA annealing, FRET fluorescence | inhibition, % at 18.7 µM | 360,000 tested, 0.46% active;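 active = every replicate showing at least 50% inhibition; inconclusive = mean inhibition at least 50% but not in every replicate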
Target sequence (P43351 whole entry, looked up): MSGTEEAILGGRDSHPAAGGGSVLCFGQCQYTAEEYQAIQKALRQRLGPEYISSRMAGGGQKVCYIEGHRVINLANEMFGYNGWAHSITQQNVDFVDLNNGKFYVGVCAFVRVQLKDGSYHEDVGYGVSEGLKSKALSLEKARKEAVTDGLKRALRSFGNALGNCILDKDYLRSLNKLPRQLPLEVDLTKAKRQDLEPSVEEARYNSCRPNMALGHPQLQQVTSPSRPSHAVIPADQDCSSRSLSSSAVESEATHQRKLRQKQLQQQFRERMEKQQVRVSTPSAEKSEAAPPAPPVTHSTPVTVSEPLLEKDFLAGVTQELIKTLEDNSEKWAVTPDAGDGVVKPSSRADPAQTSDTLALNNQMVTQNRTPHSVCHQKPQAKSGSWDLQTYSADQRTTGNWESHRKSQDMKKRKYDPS
RAD54 inh: inhibitors of human RAD54 branch migration, primary screen, biochemical, fluorescence, single point | 360,000 tested, 0.14% active | inhibition, % at 10.4 µM | AID 602329, 2012 | RAD54 Holliday junction branch migration, FAM/BHQ fluorescence | DNA repair and recombination protein RAD54-like (Homo sapiens), Q92698;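 active = mean normalized replicate activity at least 40 and at least half of replicates scoring 40 or more; inconclusive = only one of the two criteria met; inactive = mean below 40 and under half of replicates reaching 40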;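 also: 0% = median of neutral control wells and 100% = median of positive control wells; inhibitors cause a drop in the FAM fluorescence signal; in these data hits start at about 50%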
E-sel inducer: E-selectin induction in HUVECs, primary screen, imaging, HUVEC, immunofluorescence imaging, single point; activation, % at 7.58 µM; 260,000 tested, 0.37% active; normalized: neutral wells 0, TNF-alpha wells 100; P16581;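 active = mean E-selectin-positive cell signal at least 10% of the positive control, reached in at least 60% of replicates, without over 20% cell loss; inconclusive = no rule given, readout overlaps actives, possibly toxicity-flagged; inactive = the rest, including those meeting only one limit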;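 also: in these data hits start at about 27%; measured in HUVEC primary endothelial cells; signal is the percent of cells scored E-selectin positive by PE staining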
Target sequence (P16581 whole entry, looked up): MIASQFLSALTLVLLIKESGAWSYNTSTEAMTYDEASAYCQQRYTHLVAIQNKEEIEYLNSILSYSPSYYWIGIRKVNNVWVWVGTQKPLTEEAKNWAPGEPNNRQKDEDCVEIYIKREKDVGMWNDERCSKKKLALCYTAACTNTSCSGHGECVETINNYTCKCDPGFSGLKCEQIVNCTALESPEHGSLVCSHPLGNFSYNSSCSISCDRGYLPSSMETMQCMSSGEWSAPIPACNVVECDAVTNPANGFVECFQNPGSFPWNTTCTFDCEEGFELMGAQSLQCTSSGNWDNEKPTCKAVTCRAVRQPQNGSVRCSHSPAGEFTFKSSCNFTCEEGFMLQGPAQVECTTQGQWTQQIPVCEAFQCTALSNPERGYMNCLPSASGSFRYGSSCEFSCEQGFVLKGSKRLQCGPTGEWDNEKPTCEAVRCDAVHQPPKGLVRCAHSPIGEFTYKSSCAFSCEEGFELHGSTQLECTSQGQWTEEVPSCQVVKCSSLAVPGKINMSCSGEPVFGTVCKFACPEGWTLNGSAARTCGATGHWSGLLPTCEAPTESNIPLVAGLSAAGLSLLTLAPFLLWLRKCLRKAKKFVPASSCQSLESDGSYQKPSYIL
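Assay system: HUVEC primary endothelial cells. Input: 3,000 HUVEC seeded per well. Doses: one compound dose added by pin transfer. Read-out basis: % PE-positive cells. Benchmarks: TNF-alpha high, DMSO low. Detection: immunofluorescence imaging. Buffer or medium: EGM-2, gelatin.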
ERAP1 inh: human ERAP1 aminopeptidase inhibitors, primary screen, biochemical, single point, plate reader; inhibition, % at 10.7 µM; 340,000 tested, 0.15% active; Endoplasmic reticulum aminopeptidase 1 (Homo sapiens), Q9NZ08; recombinant ERAP1, Leu-AMC fluorescence, 60 min;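 active = mean replicate inhibition of at least 30%, or all replicates individually reaching that 30% level; inactive = mean below 30% and not every replicate reaching it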;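 also: 0% = neutral control wells and 100% = L-leucinethiol positive control wells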
Xi reactivation: activators of inactive X chromosome reactivation, primary screen, imaging, XiGFP fibroblasts, GFP high-content imaging, set 2; 360,000 tested, 0.055% active; XiGFP mouse fibroblasts, % GFP-positive cells imaging, 3 d; cells co-treated with 5-aza-dC sensitizer; scaled so ellipticine positive control = 100%; AID 743238, 2013; activation, % at 7.58 µM;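 active = mean normalized replicate activation at least 10% and every replicate at or above 10%; inconclusive = only one of the two criteria met; inactive = mean below 10% and not all replicates reach 10%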;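 also: 0% = median of on-plate neutral control wells and 100% = ellipticine 6 µM median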
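Material: XiGFP fibroblasts, SV40-immortalized; Buffer or medium: DMEM containing 5-aza-dC; Compound dosing: single point; Times: 3 days compound exposure.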
esBAF inh: Bmi1 luciferase reporter increase in mESCs, primary screen, esBAF inhibitor project, mouse ES cells, Bmi1 luciferase knock-in, single point; 24 h; 100% = twice the neutral-well signal; 350,000 tested, 2% active; reporter increase, % at 12.5 µM; in the data active = activation above about 40%; inconclusive = no clear call, values can overlap the other calls;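 also: 0% = median of the plate's neutral control wells and 100% = double that signal; a rise in the Bmi1 reporter signal indicates esBAF inhibition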
ERp5 block: inhibitors of ERp5-driven insulin aggregation, primary screen, biochemical, turbidity, absorbance 650 nm, single point | 90 min | inhibition, % at 9.99 µM | 350,000 tested, 0.05% active | AID 651711, 2012;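 active = mean replicate inhibition above about 25%, with every replicate also reaching it, limit read from the data, passing the limit was not always enough; inconclusive = only one of those two criteria met; inactive = neither criterion met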
S100A4 inh HTS: inhibitors of S100A4-myosin IIA peptide binding, primary screen, biochemical, fluorescence polarization, TAMRA-MyoIIA peptide; 360,000 tested, 0.14% active; inhibition, % at 10.7 µM; Protein S100-A4 (Homo sapiens), P26447;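 active = mean inhibition of at least 70% across replicates, with every replicate also reaching that level; inconclusive = mean inhibition reaches 70% but some replicates fall short; inactive = mean inhibition below 70%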
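Test system: S100A4 monomer protein. Medium: HEPES buffer with Ca2+, pH 7.2. Reagent: fluorescent myosin IIA peptide, 5 nM. Compound dosing: single-point compound testing. Timing: 5 min between mix addition and reading. Benchmarks: DMSO neutral and TFP positive wells.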
Numbers without * were called inactive; ? = inconclusive; . = not tested or not shown; & = joins results of further samples.

SMILES	RAD52 anneal inh	RAD54 inh	E-sel inducer	ERAP1 inh	Xi reactivation	esBAF inh	ERp5 block	S100A4 inh HTS
C/C=C/c1ccc2c(c1)O[C@H](CN(C)C(=O)Nc1cc(F)ccc1F)[C@@H](C)CN([C@@H](C)CO)S2(=O)=O	-20	3	-0.1	2	0.0	-4	0	4
CCc1noc(C)c1C(=O)N1CCCC(C(=O)c2cc(F)ccc2OC)C1 (stereo unspecified)	-4	.	0.3	-2	0.0	6	15	-1
CC1(C(=O)NS(=O)(=O)Cc2ccccc2)CCN1C(=O)C1(c2ccc(Cl)cc2)CCC1 (stereo unspecified)	-10	-2	-0.2	0	0.2	2	-5	-2
C[C@@H]1CN([C@@H](C)CO)C(=O)c2cc(NS(=O)(=O)c3ccc(F)cc3)ccc2O[C@@H](C)CCCCO[C@@H]1CN(C)Cc1ccc(C(=O)O)cc1	-2	-8	0.0	0	-0.8	0	-1	13
Cc1ccc(Cl)cc1N1CCN(Cc2nc3c(c(=O)[nH]c(=O)n3C)n2Cc2ccccc2F)CC1	20	6	-0.2	1	0.1	8	1	-5
O=C(O)c1ccccc1NC(=O)C1C2C=CC(C2)C1C(=O)O (stereo unspecified)	-7	0	0.0	-1	0.0	-1	2	5
CN(C)Cc1ccccc1CNC(=O)c1cccc(S(=O)(=O)Nc2ccc3c(c2)OCO3)c1	-3	-5	-0.2	-5	0.0	6	1	2
COc1ccc(NC(=O)Nc2ccc3[nH]ccc3c2)cc1	-6	2	-0.2	4	-0.1	.	3	-6
COc1ccc(/C(C)=N\Nc2nc(-c3ccccc3)cc(=O)[nH]2)cc1	-12	-3	-2.2	-2	0.0	.	1	-5
COc1cccc(/C=C2\CCCCC2=O)c1	-12	-1	-0.1	-3	0.2	1	-3	-5
CCCN(CCC)C(=O)c1ccc2c(=O)n(Cc3ccco3)c(=S)[nH]c2c1	-120	.	.	1	0.0	.	-2	6
C/C=C/c1ccc2c(c1)O[C@@H](CN(C)C(=O)Cc1ccccn1)[C@H](C)CN([C@H](C)CO)S2(=O)=O	-2	-5	-1.3	2	0.8	-7	9	-17

Some of these compounds in order of the S100A4 inh HTS value, low to high:
structure	RAD52 anneal inh	ERAP1 inh	esBAF inh	ERp5 block	S100A4 inh HTS
Cc1ccc(Cl)cc1N1CCN(Cc2nc3c(c(=O)[nH]c(=O)n3C)n2Cc2ccccc2F)CC1	20	1	8	1	-5
CCc1noc(C)c1C(=O)N1CCCC(C(=O)c2cc(F)ccc2OC)C1 (stereo unspecified)	-4	-2	6	15	-1
CCCN(CCC)C(=O)c1ccc2c(=O)n(Cc3ccco3)c(=S)[nH]c2c1	-120	1	.	-2	6

Continued:
SMILES	RAD52 anneal inh	RAD54 inh	E-sel inducer	ERAP1 inh	Xi reactivation	esBAF inh	ERp5 block	S100A4 inh HTS
Nc1nccc(-c2ccc(-n3cccc3)cc2)n1	4	-4	5.0	-1	0.0	23	-4	1
CCCn1c(SCC(=O)N(C2CCCCC2)C2CCS(=O)(=O)C2)n[nH]c1=O (stereo unspecified)	-3	6	-0.4	3	0.0	-1	0	-12
COc1ccc(CNC(=O)Cn2nnc3ccccc3c2=O)cc1	-17	-11	0.4	-1	-0.3	8	7	-6
CSc1ccccc1NC(=O)CN(C)Cc1cccc(Cl)c1	-1	.	3.4	0	0.1	.	2	0
COc1ccc(S(=O)(=O)N2CCOCC2)cc1NC(=O)CC1CCCC1	-14	-11	0.1	2	0.1	-2	-5	-2
O=C(CN1CCN(C(=O)C2CCN(C(=O)/C=C/c3ccccc3)CC2)CC1)Nc1ccc(F)cc1	-3	15	1.7	-2	0.0	4	2	-5
CC1=CCC2C(=O)N(c3cccc(C(=O)NCc4ccccc4)c3)C(=O)C2C1 (stereo unspecified)	-8	12	0.7	0	0.3	6	0	-5
Cc1ccc(OCC(O)CN2CCN(c3ccccn3)CC2)c(C)c1 (stereo unspecified)	0	.	1.5	-3	0.0	.	-1	-2
CCOC(=O)c1cn2nc(N3CCCC3)ccc2n1	1	.	.	.	0.3	-47	0	-3
Cc1nc2ccccc2c2oc(C(=O)N3CCN(C4CCCCC4)CC3)cc12	10	28	.	0	1.2	11	1	0
COc1ccc2c(c1)CCCC21NC(=O)N(CC(=O)NC(=O)NCc2ccccc2)C1=O (stereo unspecified)	-22	.	0.9	-4	0.0	.	3	1
CC(=O)c1c(C)[nH]c(C(=O)OCC(=O)NCc2cccs2)c1C	-19	2	?	1	0.0	55*	-5	-82
C[C@@H]1CN([C@@H](C)CO)S(=O)(=O)c2ccc(C3=CCCC3)cc2O[C@H]1CN(C)C(=O)CC1CC1	0	2	0.0	0	-0.3	1	-2	-4
C[C@@H]1CN([C@@H](C)CO)C(=O)c2cc(NC(=O)NC3CCCCC3)ccc2O[C@@H](C)CCCCO[C@@H]1CN(C)Cc1ccc(C(=O)O)cc1	7	4	-0.1	4	0.1	-7	-2	5
COc1ccc(NC(=O)N(C)C[C@@H]2Oc3ccc(NS(=O)(=O)c4cn(C)cn4)cc3CC(=O)N([C@@H](C)CO)C[C@H]2C)cc1	3	11	-2.5	4	-0.7	6	0	6
O=C(CN1CCOCC1)NCC[C@H]1CC[C@H](NS(=O)(=O)c2ccc(Cl)cc2)[C@@H](CO)O1	-12	0	-0.4	-1	0.0	1	1	4
C/C=C/c1ccccc1[C@@H]1[C@H](C#N)N(S(=O)(=O)c2cccc(F)c2)[C@H]1CO	-28	.	0.0	1	0.0	.	-2	0
Cc1ccccc1S(=O)(=O)N1CCCc2nc(-c3ccc(F)cc3)ccc21	-22	.	-0.1	-2	-0.1	.	1	0
COc1ccc(C#Cc2cnc3c(c2)C(=O)N([C@@H](C)CO)C[C@@H](C)[C@@H](CN(C)C(C)=O)O3)cc1	-8	.	0.6	3	0.8	.	7	3
COc1ccccc1CC(=O)NCCN1CCCCC1	-34	-2	.	-9	0.7	-6	1	-20
CCOc1ccc(CCNC(=O)COC(=O)c2ccc(OC(C)C)cc2)cc1OCC	-11	-5	0.0	1	-0.1	.	19	-14
CC(C)(C)C(=O)CSc1nc(N)cc(=O)[nH]1	-12	8	13	0	0.1	-8	-3	1
COc1ccc(N2CCN(C(=O)COC(=O)c3ccc(CSC)o3)CC2)cc1	-18	-5	-1.1	0	0.3	-4	?	-4
CNC[C@H]1Oc2cc(C#Cc3cccc(F)c3)ccc2S(=O)(=O)N([C@@H](C)CO)C[C@H]1C	-15	-7	0.1	0	0.5	-1	0	-7
O=C(C[C@@H]1CC[C@@H](NC(=O)CN2CCOCC2)[C@H](CO)O1)NCCc1ccncc1	-2	-2	0.0	0	0.1	-1	-4	-10
CC1=C(C(=O)N(C)C)CC(CC(=O)NCCc2ccccn2)C(=O)N1Cc1ccc(C(C)(C)C)cc1 (stereo unspecified)	-12	-3	.	0	-0.1	-7	-4	0
C[C@H](CO)N1C[C@H](C)[C@@H](CN(C)C(=O)NC2CCCCC2)Oc2ccc(NS(C)(=O)=O)cc2CC1=O	2	10	?	0	0.0	1	-3	3
O=C(C[C@H]1CC[C@H]2[C@@H](COC[C@H](O)CN2C(=O)c2ccncc2)O1)NCc1cccc(F)c1	.	6	0.0	.	0.2	1	.	.
CCOC(=O)[C@]12CCC=C1N(Cc1cccc3ccccc13)C(=O)[C@H](CC(=O)N1CCN(C(=O)C3CC3)CC1)C2	0	.	.	-3	0.2	.	-3	-5
CCOc1cc(Cl)c(NC(=O)c2ccco2)cc1OCC	.	11	2.7	.	0.2	-15	.	.
O=C(Nc1ccc(F)cc1)Nc1ccccc1F	-8	-8	.	-2	0.1	74*	2	-3
C[C@H]1CCCCO[C@H](CN(C)C(=O)Nc2ccccc2)[C@@H](C)CN([C@@H](C)CO)C(=O)c2cc(N(C)C)ccc2O1	20	-9	0.4	-5	0.1	2	-5	-47
COc1ccc(NC(=S)Nc2ccc(C)c(Cl)c2)cc1OC	-9	-4	4.2	.	0.0	1	4	6
Cn1c(Oc2cccnc2CN2CCCC2)nc2cc(-c3cccc(C(F)(F)F)c3)sc2c1=O	-63	-13	0.1	4	0.3	8	-2	-1
C[C@H]1CN([C@@H](C)CO)C(=O)Cc2cc(NC(=O)Nc3ccc(F)cc3)ccc2O[C@@H]1CN(C)C(=O)Nc1cccc2ccccc12	-27	-7	-0.1	3	-0.1	1	3	-1
Cc1cc(C)cc(NCc2ccncc2)c1	5	1	.	-3	0.0	1	3	1
Cc1ccccc1NC(=O)CN1C(=O)C2C3CC(C(Br)C3Br)C2C1=O (stereo unspecified)	-6	.	.	0	0.0	.	-1	1
COCCCNc1ccn2nc(-c3cccc(OCc4ccccc4)c3)cc2n1	-23	-2	2.1	0	0.0	15	2	-1
CC(=O)NC(CC(=O)Nc1ccc(S(=O)(=O)NC2=NCCCCC2)cc1)c1ccccc1 (stereo unspecified)	-13	1	0.1	-4	0.1	-5	-2	-2
CCN(C(=O)CSc1n[nH]c(-c2ccc(OC)cc2)n1)c1c(N)n(Cc2ccccc2)c(=O)[nH]c1=O	-38	7	-0.3	2	0.0	-5	4	-2
CC1C(=O)N(Cc2cn(CCC3OCCCO3)nn2)CCS(=O)(=O)N1Cc1ccc(-c2ccc(F)cc2)cc1 (stereo unspecified)	-6	1	0.0	-3	0.0	5	5	0
O=C(C[C@H]1C[C@H]2c3cc(NS(=O)(=O)c4ccc(F)cc4)ccc3O[C@H]2[C@H](CO)O1)NCc1ccncc1	-3&15	-2&-1	0.1	0&1	0.0&0.2	4&2	-7&3	-5&39
O=C(O)CN(c1ccccc1[N+](=O)[O-])S(=O)(=O)c1ccccc1	0	.	.	0	0.8	.	-4	4
CC=Cc1ccc2n(c1=O)C[C@@H]1[C@@H](CO)[C@H](C(=O)OC)N(Cc3ccccc3)[C@H]21 (mixture of isomers)	-16	-3	-0.1	-2	-0.1	4	1	5
O=C(C[C@@H]1C=C[C@@H](NS(=O)(=O)c2ccc(F)cc2)[C@@H](CO)O1)N1CCc2ccccc2C1	2	.	-0.2	3	0.7	.	0	-2
COc1cccc(-c2ccc([C@H]3[C@H]4CN(Cc5cncnc5)CCCCN4[C@H]3CO)cc2)c1	.	-10	-0.2	.	0.3	-1	.	.
c1nnc(NCNc2nncs2)s1	-10	-5	0.3	3	1.5	-1	-5	2
C[C@H]1CN([C@@H](C)CO)C(=O)c2cccc(NS(C)(=O)=O)c2O[C@H]1CN(C)C(=O)Nc1ccc(C(F)(F)F)cc1	9	0	.	2	-0.4	-3	0	3
C[C@]12C=CC(=O)C=C1CC[C@@H]1[C@@H]2C(=O)C[C@@]2(C)[C@H]1CC[C@]2(O)C(=O)COC(=O)CCC(=O)O	-28	-9	0.8	-3	0.0	4	4	-1
